Source: PubChem BioAssay
S3 lipid droplet: qHTS Assay for Lipid Storage Modulators in Drosophila S3 Cells; AID 2685, 2010; 320,000 tested, 0.64% active; Potency in µM for hits, for the others lipid storage change, negative = inhibition, % at the top dose, mostly 46.1 µM; Drosophila S3 cells, BODIPY lipid droplet fluorescence, 18-24 h; cells fed with added oleic acid; active = well fitted inhibition curve with a large enough effect in the signal ratio, with a control signal flat, not every such curve was filed as active; inconclusive = small, poorly fitted or top-dose-only effect, or effect the other way, or a change in a side signal; the % refers to the signal ratio
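Drosophila S3 cells loaded with oleic acid (400 uM, as added) and compounds at several concentrations; lipid droplets imaged by 488-nm laser-scanning cytometry, 500–530 nm intensity and object ratio to cell channel. Percent activity normalized to 20 uM Triacsin C.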
S3 lipid droplet cell count max: also measured in S3 lipid droplet; calls as there; cell number change, %; measured here: cell count max response;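 cells counted by Cell Tracker Red CMTPX staining in the red channel; peak over a dose series mostly up to 46.1 µM; percent activity relative to internal control wells on each plate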
Active calls of the source: *; i = inactive; u = inconclusive; x = not tested or not shown. % is scaled to controls: 0 for no effect and ±100 for the full control effect; potency is read from the fitted curve at half-maximal effect. A portion of the library (hit frequency here may not be typical).

smiles,S3 lipid droplet,S3 lipid droplet cell count max
COC(=O)C1=C(C)NC(=O)C1(NC(=O)c1ccncc1)C(F)(F)F (stereo unspecified),-0.1%,10.0
Cc1cc(=O)n2c(sc3ccccc32)c1C#N,-0.8%,13.7
COc1cccc(NC(=O)COc2cccc(-n3cnnn3)c2)c1,u,x
O=C(OCCOCCN=C1NS(=O)(=O)c2ccccc21)c1ccc(F)cc1,1.64µM*,13.2*
CCOc1ccc(OCCC(=O)NNC(=O)c2ccccc2Cl)cc1,u,x
Cc1ccccc1-c1nc(Cc2ccc(Cl)cc2)no1,i,x
CCN(CC)S(=O)(=O)N1CCC(C(=O)NC(C)CCc2ccccc2)CC1 (stereo unspecified),u,x
CC1=CC(=O)C(C(C)C)=C/C1=N/OS(=O)(=O)c1ccccc1,u,x
CCOC(=O)C1CCN(CCC(=O)Nc2ccc(F)cc2)CC1,u,x
CCOC(=O)c1ccc(N(C(=O)CNC(=O)c2ccco2)C(C(=O)NCC2CCCO2)c2ccc(OC)c(OC)c2)cc1 (stereo unspecified),u,x
CC(=O)N1CCN=C1SCc1ccc(C)cc1,i,x
Cc1ccc(NC(=O)CCc2nnc(SCC(=O)Nc3ccccc3C)n2C)cc1Cl,u,x
O=C(COc1cccc2cccnc12)Nc1nccs1,u,x
O=C(COC(=O)Cc1ccc(Br)cc1)NCC1CCCCC1,u,x
Cc1ccc2c(c1)N(C(=O)CCC(=O)N1CCOCC1)CCO2,6.8%,-8.6
COc1cccc(-c2cc(C(=O)NN3CCOCC3)c3ccccc3n2)c1,u,x
COc1ccc2nc(C3CCCCC3)nc(C3CCCCC3)c2c1,u,x
Cc1cc(C)c(C(=O)c2ccc(C(=O)N(C(C)C)C(C)C)cc2)c(C)c1,i,x
CCC1(CC)NC(=O)N(CC(=O)OCC(=O)Nc2ncc(Cl)cc2Cl)C1=O,10.4%,14.4
CCC(=O)N1CC2(C)CN(C(=O)CC)CC(C)(C1)C2,u,x
CC(=O)NCC(=O)NC1CCCc2c1cnn2-c1ccc(C(C)(C)C)cc1 (stereo unspecified),i,x
O=C(COC(=O)c1cccc(S(=O)(=O)N2CCOCC2)c1)c1ccccc1,u,x
CCn1c(C)nnc1SCC(=O)Nc1ccc2c(c1)OCCO2,u,x
CC1CN(CCCOc2ccc([N+](=O)[O-])cc2)CC(C)O1 (stereo unspecified),1.3%,2.9
C#CC[N+]1(CC#Cc2cccc3ccccc23)CCOCC1,1.8%,24.6

Structures listed so far that have fluorine:
smiles,S3 lipid droplet,S3 lipid droplet cell count max
COC(=O)C1=C(C)NC(=O)C1(NC(=O)c1ccncc1)C(F)(F)F (stereo unspecified),-0.1%,10.0
O=C(OCCOCCN=C1NS(=O)(=O)c2ccccc21)c1ccc(F)cc1,1.64µM*,13.2*
CCOC(=O)C1CCN(CCC(=O)Nc2ccc(F)cc2)CC1,u,x

Next section.
smiles,S3 lipid droplet,S3 lipid droplet cell count max
COc1ccc(Nc2nc3c([nH]2)c(=O)[nH]c(=O)n3C)cc1,u,x
CC(C)(CNC(=O)Cc1ccc(Cl)cc1Cl)N1CCCCC1,i,4.6
S=C(NCCN1CCOCC1)Nc1ccc(Nc2ccccc2)cc1,12.5%,-0.2
Cc1nc(SCC(N)=O)c(C#N)c(C)c1C,u,x
O=c1c2c(-c3ccccc3)csc2ncn1/N=C/c1c2ccccc2cc2ccccc12,u,x
Cc1cccc(NC(=O)CSC(N)=O)c1C,6.5%,5.1
Cn1cccc1Cc1nnc(SCC(=O)Nc2nccs2)n1C,u,x
CN(C)C(=C(C#N)C#N)N1CCN(c2ccc(Cl)cc2)CC1,6.1%,24.3
CC(=O)N1CCN(c2ccc(NC(=O)c3ccccc3C)cc2)CC1,0.1%,x
CCCn1c(=O)c(C(=O)NCc2ccccc2)c(O)c2ccccc21,-20.7%,x
Fc1ccccc1-n1cn[nH]c1=S,u,x
CCc1ccc(NC(=O)c2c(Cl)nc(C)c(Cl)c2C)cc1,21.3%,10.1
CC(=O)c1ccc(N2CCN(S(=O)(=O)c3cc4c(cc3C)NC(=O)CO4)CC2)cc1,u,x
CCOC(=O)c1sc(NC(=O)c2cccnc2)nc1C,u,x
N#Cc1c(SCc2cccc(Cl)c2)sc(C(=O)c2ccccc2)c1N,u,x
CC(C)CNS(=O)(=O)c1ccc(OCC(=O)NCc2ccco2)cc1,-2.0%,0.7
CCOC(=O)/C(C#N)=C1/C=CNC(=O)N1,u,x
OCC[C@H]1C[C@@H](O)[C@H](O)[C@@]2(Cc3ccccc3O2)O1,u,x
CCC(C)(NC(=O)c1ccc(=O)[nH]c1)C(=O)NC1CCCC1 (stereo unspecified),u,x
O=C(c1cnn2c(C(F)F)cc(-c3ccccc3)nc12)N1CCc2ccccc21,u,x
CC1CC(=O)N(c2ccc(NCc3ccccc3Cl)c([N+](=O)[O-])c2)C1=O (stereo unspecified),22.4%,x
COc1cccc(-c2c(C#N)c(N)nc3c2c(=O)nc2sccn23)c1,u,x
Cc1cccc(C)c1NC1=C(Cl)C(=O)OC1OC(C)C (stereo unspecified),-3.4%,0.7
COc1ccc(C(=O)NCc2nnc(SCCOc3ccccc3)n2C)cc1,-18.2%,-5.2
O=C(Nc1ccc(NC(=O)c2cccs2)cc1)c1ccccc1,u,x
CC(=O)Nc1ccc(S(=O)(=O)NCCC(=O)OCCN2C(=O)c3ccccc3C2=O)cc1,u,x
CCOc1cc(CNCCc2ccc(S(N)(=O)=O)cc2)ccc1OCc1ccccc1,u,x
Cc1ccc(C)n1-c1nn(S(=O)(=O)c2cccc(C(F)(F)F)c2)c2cccc(F)c12,u,x
CCOC(=O)N1CCN(C(=O)CN(Cc2ccccc2)S(=O)(=O)c2ccc(OC)c(Cl)c2)CC1,i,33.8
Cc1oc(-c2ccccc2F)nc1CS(=O)(=O)CC(=O)NCCCN1CCc2ccccc2C1,u,x
Cc1nc2ccc(NC(=O)C(F)(F)F)cc2o1,10.8%,16.6
CN(C)CCCN(C(=O)c1ccc(S(=O)(=O)N2CCCCCC2)cc1)c1nc2c(F)cc(F)cc2s1,u,x
O=C1c2ccccc2C(=O)N1CCc1nc2ccccc2c(=O)n1CCCn1ccnc1,u,x
COc1ccccc1-c1cc(C(F)(F)F)nc(N2CCCCC2)n1,u,x
CCOc1ccc(S(=O)(=O)N2CCN=C2c2ccccc2)c(C)c1C,16.2%,6.3
COc1ccc(/C(O)=C2/C(=O)C(=O)N(Cc3ccco3)C2c2cccs2)cc1 (stereo unspecified),u,x
O=S(=O)(c1ccccc1)N1CCN(C(=S)NCCc2ccccc2)CC1,u,x
O=C1CC(NC23CC4CC(CC(C4)C2)C3)C(=O)N1c1ccc2c(c1)OCO2 (stereo unspecified),u,x
CC1=C(C(=O)OC(C)C)[C@@H](c2ccc(C)o2)NC(=O)N1,5.4%,11.6
CCCCNc1nc(CC)c2c(c1C#N)CCCC2,6.9%,1.0
COc1ccc(/C=C2/N=C3CCCCCN3C2=O)cc1,-5.0%,-15.2
O=C1c2cccc3cccc(c23)C(=O)N1Nc1ccccc1,-24.6%,13.9
Cc1cccc(N(Cc2cc3ccc(C)cc3[nH]c2=O)S(=O)(=O)c2ccccc2)c1,u,x
CCOCCN1CCN(c2c(C)c(C)nc3cc(-c4cc(OC)cc(OC)c4)nn23)CC1,u,x
CC(=O)Nc1ccc(Cl)c(-c2nc3ncccc3o2)c1,8.5%,6.8
CCCNC(=O)c1ccc(N2CCC3(CC2)CC(c2cccc(Br)c2)=NO3)c(NC(=O)c2cccc(C)c2)c1,-10.4%,-6.0
CCC(C)[C@H]1COCCS(=O)(=O)N1Cc1ccccc1 (stereo partly specified),u,x
Cc1c(O)ccc(/C(Cc2ccc3ccccc3n2)=N\O)c1O,u,x
COc1ccccc1NC(=O)COC(=O)/C=C/c1ccccc1[N+](=O)[O-],u,x
CCCCOC(=O)CSC(=S)N(C)Cc1cccs1,u,x

Single records, as listed above. Order of screens: S3 lipid droplet, S3 lipid droplet cell count max
Profile of `O=C(COC(=O)Cc1ccc(Br)cc1)NCC1CCCCC1` : u, x
Profile of `O=c1c2c(-c3ccccc3)csc2ncn1/N=C/c1c2ccccc2cc2ccccc12` : u, x

Next part:
smiles,S3 lipid droplet,S3 lipid droplet cell count max
CC(C)Oc1ccc(/C=N/NC(=O)C(CSCc2ccccc2)NC(=O)c2ccc([N+](=O)[O-])cc2)cc1 (stereo unspecified),-6.1%,-13.3
O=C(CSc1nc(Cc2ccccc2)nc2ccccc12)Nc1ccc2c(c1)OCCO2,u,x
Cc1nn(-c2cccc(Cl)c2)c2nc(C(F)(F)F)[nH]c(=O)c12,20.7%,17.0
C=CCNS(=O)(=O)c1ccc2nsnc2c1,u,x
CCC(C)NC(=O)C(Cc1ccccc1)NS(=O)(=O)c1ccc2c(c1)oc(=O)n2C (stereo unspecified),8.7%,-16.9
Cc1ccc(-n2ncc3c(=O)n(CC(=O)N4CCCc5ccccc54)cnc32)cc1C,-2.3%,-12.5
Nn1c(SCC(=O)Nc2cc(C(F)(F)F)ccc2Cl)nncc1=O,-13.7%,22.6
COCCOC(=O)C1=C(C)NC(SCC(=O)NC(C)(C)C)=C(C#N)C1c1ccco1 (stereo unspecified),10.6%,-1.4
Cc1ccc(-c2nnn(CC(=O)NC3CCN(Cc4ccccc4)CC3)n2)cc1,u,x
CCOC(=O)C1(Cc2ccccc2C(F)(F)F)CCN(CC(O)CO)CC1 (stereo unspecified),16.6%,9.2
COc1cccc(N2CCN(C(=O)c3ccc(Cl)c(NC4=NC5CS(=O)(=O)CC5S4)c3)CC2)c1 (stereo unspecified),u,x
COc1ccc(CC(=O)Nc2ccc(C(=O)NC(C)(C)C)cc2)cc1OC,-8.6%,11.0
CCNc1ccc(N=Nc2c(C)n(C)n(-c3ccccc3)c2=O)cc1,u,x
COC(=O)/C(=C(/F)SCC(C)=O)C(F)(F)F,u,x
O=C(CSc1nnc(NC(=O)c2ccccc2Cl)s1)NC1CC1,u,x
CC1(C)Cc2c(sc3nc4n(c(=N)c23)CCC4)CO1,u,x
Cc1c(C(=O)N2CCCCC2)c(S(=O)(=O)N2CCc3ccccc32)c(C)n1C,i,16.3
CCCCCC(=O)N=Nc1c(O)[nH]c2ccc([N+](=O)[O-])cc12,u,x
Cc1ccc(CSc2ccc(-c3ccco3)nn2)cc1,u,x
O=C(NC(=S)Nc1ccccc1N1CCCCC1)c1ccco1,3.2%,-7.2
CCOc1cc(NC(=O)C2CCCCC2)c(OCC)cc1NC(=O)c1ccco1,u,x
Cc1cc(NC(=O)/C=C/C(=O)N(c2ccccc2C)C(C(=O)NC2CCCC2)c2ccc(F)cc2)no1 (stereo unspecified),7.5%,-18.1
O=C(NCCNS(=O)(=O)c1ccc(C(F)(F)F)cc1)N1CCOCC1,-6.3%,-1.0
COc1ccc(C(=O)NCC2CCCN2S(=O)(=O)c2cccs2)cc1OC (stereo unspecified),u,x
COc1ccccc1CCC(=O)NNC(=O)c1ccccc1,-53.8%,15.5
COc1ccc(-c2ccc(C#N)c(SCC(=O)Nc3sc4c(c3C#N)CCC4)n2)cc1,i,-13.3
CCOC(=O)C1(Cc2cccc(OC)c2)CCCN(C(=O)c2cc(CC(C)C)[nH]n2)C1 (stereo unspecified),u,x
CCOC(=O)/C(C#N)=C/c1c(N2CCCCCC2)nc2ccccn2c1=O,-22.8%,-19.4
O=C(CCn1c(=O)oc2ccccc21)Nc1ccccc1,u,x
COC(=O)c1ccc(-n2nnnc2SCc2nn[nH]n2)cc1,u,x
COc1ccc(CN(C)CC(=O)Nc2c(C)cccc2C)c(OC)c1,-3.1%,15.4
COc1ccc(Cc2nnc(NC(=O)C3CCCO3)s2)cc1 (stereo unspecified),14.6%,-13.2
O=C(COC(=O)c1n[nH]c2ccccc12)NCCc1ccc(Cl)cc1,i,-17.3
Cc1cccc(OCC(O)Cn2c(=N)n(CCN3CCOCC3)c3ccccc32)c1 (stereo unspecified),u,x
CCOc1ccc(C(=O)Nc2ccc(NC(=O)c3ccco3)c(Cl)c2)cc1Br,u,x
COc1cccc(CNC(=O)C2CCCN(S(=O)(=O)c3ccc4c(c3)C(C)(C)C(=O)N4C)C2)c1 (stereo unspecified),u,x
Cc1ccc(S(=O)(=O)N(CC(=O)O)Cc2ccccc2F)cc1,u,x
COc1ccc(CCNC(=O)C2CCN(C(=O)c3ccc(C(C)(C)C)cc3)CC2)cc1,u,x

5 compounds already listed, arranged by their value in S3 lipid droplet cell count max, largest number first.
canonical_smiles	S3 lipid droplet cell count max
COc1ccc(CN(C)CC(=O)Nc2c(C)cccc2C)c(OC)c1	15.4
COc1ccc(Cc2nnc(NC(=O)C3CCCO3)s2)cc1 (stereo unspecified)	-13.2
COc1ccc(-c2ccc(C#N)c(SCC(=O)Nc3sc4c(c3C#N)CCC4)n2)cc1	-13.3
O=C(COC(=O)c1n[nH]c2ccccc12)NCCc1ccc(Cl)cc1	-17.3
CCOC(=O)/C(C#N)=C/c1c(N2CCCCCC2)nc2ccccn2c1=O	-19.4
